Glioma ERSR ind: qHTS for Inducers of the Endoplasmic Reticulum Stress Response (ERSR) in Human Glioma: qHTS; actives 0.02% (n = 420,000); AID 602332, 2012; U87-MG GRP78 promoter luciferase reporter, 16 h; Potency, µM, without a hit: at the highest dose activation, most hits filed as activators; note: potency is the fitted concentration of half-maximal effect; series mostly up to about 76 µM; % of control where 0% means no effect; nearly all actives have a fitted effect of over 35% in size
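ERSR induction read as luciferase luminescence (Bright-Glo, 10 min at room temperature) in stably transfected human U87-MG glioma cells exposed to compounds for 16 h, using GRP78 as sensor.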
USP1-UAF1 inh: Inhibitors of USP1/UAF1: Primary Screen. Ubiquitin carboxyl-terminal hydrolase 1 (Homo sapiens), O94782. recombinant USP1/UAF1, Ub-Rhodamine cleavage fluorescence. Potency, µM (highest dose often 57.1 µM), without a hit: at the highest dose activity change, negative = inhibition, hits mostly inhibitors. actives 0.23% (n = 390,000); note: potency is the fitted concentration of half-maximal effect; % is set by controls: 0 for no effect and ±100 for the full control effect; nearly all actives have a fitted effect of over 60% in size; inactives centre near -12
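In this screen, compounds sit with the deubiquitinase complex (1nM) for 15 min at room temperature before Ub-Rho is added at 150nM final. Fluorescence rise is then followed for 6 reads every 60 seconds.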
Vif-APOBEC3F blk: qHTS for Inhibitors of Vif-A3F Interactions: qHTS; HeLa A3F-eYFP + Vif (tagged APOBEC3F with the HIV-1 protein that degrades it), YFP fluorescence increase; Potency, µM (doses to about 46.1 µM), inactives show at the top dose activity, negative = active; actives 0.2% (n = 390,000); AID 602313, 2012; note: potency is the fitted concentration of half-maximal effect; % of control where 0% means no effect; nearly all actives have a fitted effect of over 65% in size
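Fluorescence increase (Ex 488/Em 500-530) after overnight compound treatment at 37 deg C flags inhibition of Vif-driven A3F-eYFP loss in stable HeLa A3F-eYFP/Vif cells seeded overnight beforehand.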
RGS4 inh: Inhibitors of Regulator of G Protein Signaling (RGS) 4: qHTS | actives 0.039% (n = 390,000) | AID 504845, 2011 | Transcreener GDP fluorescence polarization, RGS4-accelerated GTP hydrolysis | Potency, µM (titrated, usually from 114 µM), for the others: top-dose activity change, negative = inhibition, most hits filed as inhibitors; note: potency is the fitted concentration of half-maximal effect; % is set by controls: 0 for no effect and ±100 for the full control effect; nearly all actives have a fitted effect of over 75% in size; some results filed as inactive show a strong effect at the top dose
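MLSMR compounds (23 nl, pin-transferred) preincubated 10 min at room temperature with a 500nM (2x) first reagent, then RGS4 at 900nM (2x) plus Transcreener GDP mix added; fluorescence polarization (620/688 nm) read before and after 90 min at 30 °C.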
TrxR1 substrate: qHTS Assay for Substrates of Mammalian Selenoprotein Thioredoxin Reductase 1 (TrxR1): qHTS; AID 588456, 2011; actives 0.01% (n = 390,000); purified TrxR1 substrate turnover, NADPH consumption readout; Potency, µM (series often up to 114 µM), for the others: at the highest dose activity change, negative = substrate turnover; note: potency is the fitted concentration of half-maximal effect; % is set by controls: 0 for no effect and ±100 for the full control effect; nearly all actives have a fitted effect of over 50% in size
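Rat TrxR1, dispensed at 90 nM, was prereduced with 400 uM NADPH (final) for 5 min at ~22 deg C, then incubated with compound 15 min before 400 uM selenite. A first-read NADPH fluorescence drop versus no-compound background flagged substrates.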
LDHA block: qHTS assay for inhibitors of human lactate dehydrogenase; L-lactate dehydrogenase A chain (Homo sapiens), P00338; purified LDHA, NADH/diaphorase-resazurin fluorescence; stronger effect = lower value; activity change, % (values are at about 110 or 230 µM); actives 0.15% (n = 480,000); in the data active = activity change below about -30%; inconclusive = mostly about -25% to -30%;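 note: plate controls were DMSO wells for no effect and wells without enzyme for full effect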
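Human LDH5 at 2 nM final in Tris HCl pH 7.4 with 0.06 mM NADH and 0.2 mM pyruvate, reacted 5 minutes at room temperature. Remaining NADH coupled via diaphorase/resazurin; resorufin fluorescence read at 0 and 20 minutes, normalized to enzyme-free and DMSO wells.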
mIDH1 inhibitor: qHTS for Inhibitors of mutant isocitrate dehydrogenase 1 (IDH1): qHTS; Isocitrate dehydrogenase [NADP] cytoplasmic (Homo sapiens), O75874; IDH1-R132H enzyme, NADPH consumption, diaphorase/resazurin fluorescence; Potency, µM (top dose mostly 76.6 µM), for the others: at the highest dose activity change, negative = inhibition, usual class: inhibitors; actives 0.093% (n = 390,000); note: potency is the fitted concentration of half-maximal effect; % is set by controls: 0 for no effect and ±100 for the full control effect; nearly all actives have a fitted effect of over 65% in size
Target sequence (O75874 whole entry R132H, stated change not applied): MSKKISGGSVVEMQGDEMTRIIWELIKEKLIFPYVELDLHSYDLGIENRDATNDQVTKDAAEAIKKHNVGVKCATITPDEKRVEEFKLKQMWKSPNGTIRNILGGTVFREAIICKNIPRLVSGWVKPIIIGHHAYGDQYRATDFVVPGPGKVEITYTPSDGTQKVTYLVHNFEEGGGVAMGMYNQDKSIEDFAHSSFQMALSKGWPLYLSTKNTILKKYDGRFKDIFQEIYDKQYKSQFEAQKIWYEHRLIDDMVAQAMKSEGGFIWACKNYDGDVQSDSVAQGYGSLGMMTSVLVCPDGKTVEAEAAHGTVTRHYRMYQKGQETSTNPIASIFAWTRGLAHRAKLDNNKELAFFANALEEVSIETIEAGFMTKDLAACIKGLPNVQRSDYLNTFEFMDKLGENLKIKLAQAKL
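IDH1-R132H (0.5 ug/mL) preincubated 30 min with compound, then NADPH (0.016 mM) and alpha-KG (2 mM) added; 80 min at RT, pH 7.5. Remaining NADPH coupled via diaphorase/resazurin to fluorescence (540/590 nm); concentration-response curves normalized to no-enzyme control.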
TrxR1 inh: qHTS Assay for Inhibitors of Mammalian Selenoprotein Thioredoxin Reductase 1 (TrxR1): qHTS | Thioredoxin reductase 1, cytoplasmic (Rattus norvegicus), O89049 | recombinant rTrxR1, NADPH fluorescence consumption, selenite substrate | Potency, µM (doses to about 114 µM), for inactives: top-dose activity change, negative = inhibition, most hits filed as inhibitors | actives 1% (n = 390,000) | AID 588453, 2011; note: potency is the fitted concentration of half-maximal effect; % is set by controls: 0 for no effect and ±100 for the full control effect; nearly all actives have a fitted effect of over 65% in size
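Rat TrxR1 (90 nM in the dispensed reagent) was pre-reduced with 400 uM NADPH for 5 min at room temperature, then incubated with compound for 15 min. After 400 uM selenite was added, NADPH fluorescence (Ex 340/Em 450 nm) was followed for 8 min.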
Vif-APOBEC3G blk: qHTS for Inhibitors of Vif-A3G Interactions: qHTS; Potency, µM (top dose mostly 46.1 µM), inactives show at the top dose activity, negative = active, most hits filed as inhibitors; HeLa A3G-eYFP + Vif (tagged APOBEC3G with the HIV-1 protein that degrades it), YFP fluorescence, overnight; actives 0.076% (n = 410,000); AID 602310, 2012; DNA dC->dU-editing enzyme APOBEC-3G (Homo sapiens), Q9HC16;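 note: potency is the fitted concentration of half-maximal effect; % is set by controls: 0 for no effect and ±100 for the full control effect; nearly all actives have a fitted effect of over 60% in size; hits raise eYFP signal because A3G escapes Vif-driven loss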
Target sequence (Q9HC16 whole entry, looked up): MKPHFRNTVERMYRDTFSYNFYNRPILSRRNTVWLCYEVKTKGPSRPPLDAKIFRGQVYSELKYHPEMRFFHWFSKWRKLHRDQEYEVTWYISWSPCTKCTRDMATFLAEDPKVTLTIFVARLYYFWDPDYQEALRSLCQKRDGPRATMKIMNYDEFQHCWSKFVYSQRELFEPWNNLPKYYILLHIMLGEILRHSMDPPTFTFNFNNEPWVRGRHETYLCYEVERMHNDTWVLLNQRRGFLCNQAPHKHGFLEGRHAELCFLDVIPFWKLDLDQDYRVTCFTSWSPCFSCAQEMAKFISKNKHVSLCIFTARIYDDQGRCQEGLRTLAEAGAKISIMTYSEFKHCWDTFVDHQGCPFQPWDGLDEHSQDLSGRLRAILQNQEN
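Read-out is eYFP fluorescence (Ex 488/Em 500-530) from Vif-expressing HeLa A3G-eYFP cells; more signal means A3G escaped Vif-mediated degradation. Cells plated overnight, compound pinned in, incubated overnight at 37 deg C.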
Starred values were filed as active, the others as inactive; u = inconclusive; x = not tested or not shown; [ ] = dose if it differs, or a comment. Unless noted, calls come from the whole dose curve; as a rule, active = well fitted curve in the direction sought with a large enough effect; inconclusive = small, poorly fitted or top-dose-only effect, or another doubt; inactive = no such curve, though single readings can be large; an effect the other way counts as inactive or inconclusive.

Second line of a record: Glioma ERSR ind	Vif-APOBEC3F blk	Vif-APOBEC3G blk	USP1-UAF1 inh	RGS4 inh	TrxR1 inh	TrxR1 substrate	mIDH1 inhibitor	LDHA block
Cc1ccc(S(=O)(=O)N(C)Cc2ccc(C(=O)N/N=C/c3ccc(OC(F)F)cc3)cc2)cc1
→ 0%	-6%	1%	-14%	-22%	8%	0%	10%	-12
Cc1nc2c(c(N3CCOCC3)n1)OCC(=O)N2
→ 0%	-16%	1%	-10%	-29%	11%[0.457 µM]	-6%	8%	0
Cc1ccc(NC(=O)CN2C(=O)CCc3cc(S(=O)(=O)N4CCOCC4)ccc32)c(C)c1
→ -1%	2%	4%	-19%	10%	17%[57.1 µM]	8%[57.1 µM]	13%	3
Cc1ccc(NC(=O)CCc2nnc3ccc(NCc4ccco4)nn23)nc1
→ -3%	-11%	7%	-7%	18%[11.4 µM]	u	-5%	0%	1
COc1ccc(NC(=O)CN(c2cc(C)cc(C)c2)S(=O)(=O)c2c(C)noc2C)cc1OC
→ -5%	-17%	-5%	u	u	17%	4%	4%	-7
CCN(CC)S(=O)(=O)c1ccc(C(=O)OCC(=O)NCCN2C(=O)CSC2=O)cc1
→ -4%	6%	-3%	-16%	-11%	13%	-3%	8%	-3
CCc1ccc(NC(=O)Cn2nc(C(F)(F)F)c3c2CCC3)cc1
→ -4%	-3%	2%	-7%	24%	5%[57.1 µM]	4%[57.1 µM]	6%	-10
COc1ccc(CSc2nc(C)cc(C)c2S(C)(=O)=O)cc1
→ -4%	14%	0%	-15%	5%	2%[57.1 µM]	-6%[57.1 µM]	-7%	-2
O=C(O)c1ccc(/C=N/Nc2ccc(C(F)(F)F)cn2)cc1
→ -4%	-11%	6%	-18%	4%	-3%[57.1 µM]	-6%[57.1 µM]	8%	-6
CCc1ccccc1N(CC(=O)O)S(C)(=O)=O
→ -5%	-1%	-5%	-21%	-31%	9%	2%	1%	-4
COC(=O)c1ccccc1S(=O)(=O)N1CCC(C(=O)OC(C)C(=O)NC(N)=O)CC1 (stereo not given)
→ -1%	-9%	1%	-4%	0%	3%[57.1 µM]	4%	8%	-13
Cc1ccc(-n2c(C)cc(/C=N\NC(=O)CC(=O)NC(C)C)c2C)cc1
→ 2%	-27%	-1%	-3%	23%	-3%	13%[57.1 µM]	4%	-1
CC(NC(=O)C12CC3CC(C)(CC(C)(C3)C1)C2)c1ccncc1 (stereo not given)
→ -5%	0%	1%	-12%	-11%	-13%	-9%	4%	-4
CCCn1c(N2CCC(Cc3ccccc3)CC2)nc2c1c(=O)[nH]c(=O)n2C
→ -4%	0%	-4%	-13%	19%	12%[57.1 µM]	6%[57.1 µM]	2%	-2
CCN(CC)c1ccc(NC(=O)CSc2nc(-c3cccs3)cc(C(F)(F)F)n2)cc1
→ 0%	1%	2%	-29%	-1%	5%	3%	-11%	1
COc1ccc(CCn2nnnc2C(C(C)C)N2CCC(C(N)=O)CC2)cc1OC (stereo not given)
→ 0%	-1%	1%	2%	7%	-6%	-8%	0%	-7
CCCN1CCC(NC(=O)Nc2ccc(Br)cc2)CC1
→ 2%	0%	4%	-17%	17%	22%	0%	8%	-5
CN1CCN(c2ccncc2S(=O)(=O)N2CCCC2)CC1
→ -7%	-1%	0%	-29%	x	x	x	11%	-2
Cc1ccc(NC(=O)CCc2c(C)nc3cc(-c4ccccc4)nn3c2C)cc1F
→ -9%	-13%	6%	-24%	17%	-13%	40%[activator]	-7%	-10
C1=Cc2ccccc2/C1=C\c1cccc(/C=C2\C=Cc3ccccc32)c1
→ -8%	x	-24%	x	x	20µM*	-1%	x	-2
Cc1nc2nc(C)c(NS(=O)(=O)c3ccc(C(C)(C)C)cc3)c(=O)n2[nH]1
→ -2%	-4%	4%	1%	17%	-7%[57.1 µM]	-5%[57.1 µM]	1%	-5
Cc1nnc(Sc2cc(NCCCO)c([N+](=O)[O-])c3nonc23)s1
→ -17%	12%	-21%	14µM*	u	u	6%[57.1 µM]	13%	26
Cc1oc2ccc(O)cc2c1C(=O)c1ccc([N+](=O)[O-])cc1
→ 1%	1%	1%	-12%	3%	3%	-7%	8%	-7
COc1cc(NC(=O)CSc2ncc3c(n2)-c2ccc(Cl)cc2N(Cc2ccccc2)S3(=O)=O)cc(OC)c1
→ 1%	7%	2%	-14%	-21%	-1%[57.1 µM]	-4%[57.1 µM]	0%	-1
O=C(NCC(=O)N1CCCC1)c1ccc(Br)o1
→ 1%	-17%	0%	-15%	-2%	6%[57.1 µM]	-5%[57.1 µM]	-1%	-5
Cc1ccc(C(=O)NC2CCC(C)CC2)o1 (stereo not given)
→ 6%	-6%	5%	-3%	13%	5%[57.1 µM]	0%[57.1 µM]	-2%	-6
C=CC[C@@H](CC(=O)N(CCO)Cc1ccccc1)C(=O)N[C@H](COC(=O)[C@@H](CC=C)CC(=O)OC(C)(C)C)c1ccccc1
→ -3%	0%	-10%	-8%	-3%	10%	-11%	13%	3
O=C1CC(=O)N(Cc2ccco2)C(=O)N1
→ -3%	u	-14%	-23%	-50%	u	6%	0%	u
CCn1c(C(=O)NCc2cc(Br)ccc2OC)cc2oc3ccccc3c21
→ x	x	x	3%	0%	51%[activator]	28%	x	-1
COc1cccc(CNC(=O)c2cccc(S(=O)(=O)N3CCN(c4ccc(F)cc4)CC3)c2)c1
→ -1%	-3%	0%	-5%	-8%	-1%	0%	2%	-4
Cc1cc2nnc(SC3CCCCN(C(=O)c4ccc(F)cc4)C3=O)n2c2ccccc12 (stereo not given)
→ -4%	-9%	0%	-20%	12%[11.4 µM]	24%[57.1 µM]	2%[57.1 µM]	2%	-7
CCN(CC)C(=O)C1=C(C)N(CCC2=CCCCC2)C(=O)C(CC(=O)NCCCN(C)C)C1 (stereo not given)
→ -1%	1%	0%	-9%	x	x	x	3%	1
CCn1c(=O)n(-c2cccc(Cl)c2)c(=O)c2sc3ccccc3c21
→ -2%	-2%	-2%	-24%	15%	17%	7%	10%	-1
CC(C)(C)OC(=O)NCCc1nnc(SCc2ccc(Cl)cc2Cl)o1
→ -1%	-1%	2%	-26%	-28%	9%	-3%	4%	3
CNc1nc(-c2ccccc2)cc(C(F)(F)F)c1C#N
→ -2%	-5%	-6%	1%	4%	-31%	29%	-2%	-1
O=C(CNCC1CCCO1)Nc1ccccc1N1CCCCCC1 (stereo not given)
→ -1%	-8%	1%	-8%	7%[56.9 µM]	-10%	-4%	7%	-16
COc1ccc(-c2ccc3c(c2)[C@@H]2C[C@H](N(C)C(=O)C(C)(C)C)[C@H]([C@H](C)O)C(=O)N2CC3)cc1
→ -2%	-1%	-2%	-13%	12%	18%	2%	5%[38.3 µM]	-3
COc1ccc(C)cc1NS(=O)(=O)c1cc(C)ccc1C
→ -7%	-9%	-4%	5%	-2%	32%	4%	8%	1
NC(=O)NC(=O)CSc1nnc(-c2ccco2)n1Cc1ccccc1
→ -7%	2%	1%	-12%	u	-27%	-6%	5%	-2

Screening data deposited in PubChem by National Center for Advancing Translational Sciences (NCATS).

This is a subset; rates above refer to the full screens.
